Assay outcomes from PubChem.
Chronic BCR inh = chronic active BCR signaling inhibition; ABC-DLBCL IkBa-CBG/CBR reporter, luminescence ratio, 4 h; Potency, µM (highest dose often 46.1 µM), for the others: at the highest dose ratio change, negative = lower green/red ratio, actives largely listed as inhibitors; hit rate 0.05% among 340,000; active = well fitted inhibition curve with a large enough effect in the signal ratio, with a control signal flat, not every such curve was filed as active; inconclusive = small, poorly fitted or top-dose-only effect, or effect the other way, or a change in a side signal; the % refers to the signal ratio;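 note: potency is the fitted concentration of half-maximal effect; plate controls were basal doxycycline-induced cells for no effect and cells given 10 µM MG132 for full effect; MG132 reads +100%, hits lower the ratio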
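Concentration-response series (up to 46 uM) were applied to TMD8 dual-reporter cells for 4 h at 37C with doxycycline. Green/red ratio, after filter-overlap correction, defined %Activity; red signal alone was normalised to basal cells and zero luminescence.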
Mito fusion yeast = inhibitors of mitochondrial division or activators of mitochondrial fusion | S. cerevisiae fusion-defective mutant growth rescue, CellTiterGlo 48 h | Potency, µM (top dose mostly 46.1 µM), for inactives: at the highest dose growth rescue (activation), usual class: activators | hit rate 0.23% among 320,000;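 note: potency is the fitted concentration of half-maximal effect; % of control where 0% means no effect; nearly all actives have a fitted effect of over 45% in size; temperature-sensitive fusion mutants such as fzo1-1 at 37 °C on non-fermentable ethanol glycerol medium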
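Read-out: ATP-based luminescence (CellTiterGlo, 10 min ambient) reporting growth of fusion-defective ts yeast after 48 hours at 37C on glycerol/ethanol YPEG medium in the presence of compound.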
B2AR arrestin = recruits beta-arrestin to the human beta2-adrenergic receptor. P07550. beta-arrestin recruitment to beta2AR, cell-based reporter. Potency, µM (titrated, usually from 46.1 µM), for inactives: top-dose activation, usual class: activators. hit rate 0.02% among 330,000;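 note: potency is the fitted concentration of half-maximal effect; 0% = DMSO controls and full agonism = EC100 isoproterenol or metaproterenol; nearly all actives have a fitted effect of over 65% in size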
Target sequence (P07550 whole entry, looked up): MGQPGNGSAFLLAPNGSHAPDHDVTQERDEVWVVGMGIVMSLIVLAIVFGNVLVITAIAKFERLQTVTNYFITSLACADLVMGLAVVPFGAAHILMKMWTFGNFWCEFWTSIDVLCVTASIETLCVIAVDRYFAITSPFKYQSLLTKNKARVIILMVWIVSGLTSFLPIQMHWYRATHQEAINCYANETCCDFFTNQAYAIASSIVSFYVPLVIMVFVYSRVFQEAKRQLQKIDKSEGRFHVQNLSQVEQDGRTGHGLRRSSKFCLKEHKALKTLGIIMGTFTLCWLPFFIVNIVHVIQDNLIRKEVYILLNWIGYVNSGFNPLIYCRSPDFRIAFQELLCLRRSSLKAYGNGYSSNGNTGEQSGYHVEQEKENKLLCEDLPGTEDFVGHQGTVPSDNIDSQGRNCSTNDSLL
ELG1 DNA repair = inhibitors of ELG1-dependent DNA repair in HEK293T cells | HEK293T ELG1-luciferase reporter, luminescence, 16 h; DNA damage induced by 5-fluorouridine | hit rate 2.3% among 330,000 | Potency, µM (top dose mostly 46.1 µM), for the others: at the highest dose activity change, negative = inhibition, most hits filed as inhibitors; note: potency is the fitted concentration of half-maximal effect; % is set by controls: 0 for no effect and ±100 for the full control effect; nearly all actives have a fitted effect of over 55% in size
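Cells (2,000 per well) received 5-fluorouridine plus test compound or DMSO and were incubated 16 hr at 37 °C, 5% CO2. Luciferase activity was read by luminescence 30 min after ONE-Glo addition; signal suppression marked inhibition of damage-induced ELG1 function.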
Eya2 inh = Eya2 (human) phosphatase inhibition; O00167; recombinant Eya2, OMFP fluorescence dephosphorylation (OMFP is methylfluorescein phosphate); Potency, µM (doses to about 76.9 µM), for the others: at the highest dose activity, negative = inhibition, most hits filed as inhibitors; hit rate 0.006% among 330,000; AID 488837; note: potency is the fitted concentration of half-maximal effect; % is set by controls: 0 for no effect and ±100 for the full control effect
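Eya2 protein (added as 0.2 uM solution) was preincubated with compound for 10 min at ambient temperature in 50 mM HEPES pH 7.5, 50 mM NaCl, 5 uM MgCl2, 0.05% BSA, 1 mM DTT. OMFP (added at 50 uM) then reacted 10 min; fluorescence read at 485/525 nm.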
TSHR antag = blocks TSH signaling through the human TSH receptor. P16473. TSHR-expressing cells, TSH-stimulated cAMP HTRF, 2 h; hits give low values. activity change, negative = inhibition, % at 11.5 µM. hit rate 0.2% among 330,000. AID 504810;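 active = activity change below a set negative limit, meaning inhibition stronger than a set level, cut at about -70% in these data; inconclusive = activity change between two set negative limits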; note: % is set by controls: 0 for no effect and ±100 for the full control effect
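Freshly harvested TSHR cells receive pin-tooled compound, then EC80 TSH at 4nM final. After 2 hours at 37 deg C, antibody in lysis buffer and cAMP-d2 are added; 30 minutes at ambient temperature precede the HTRF read.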
uPA generation = inhibitors of cell surface uPA generation | cell surface uPA generation assay, qHTS | Potency, µM (doses to about 38.3 µM), without a hit: top-dose activity change, negative = inhibition, usual class: inhibitors | hit rate 0.31% among 330,000; active = well fitted inhibition curve with a large enough effect; inconclusive = small, poorly fitted or top-dose-only effect; inactive = no such curve, though single readings can be large or run the other way; tested in mouse RAW 264.7 cells; note: potency is the fitted concentration of half-maximal effect; % is set by controls: 0 for no effect and ±100 for the full control effect; nearly all actives have a fitted effect of over 55% in size
USP2a block = inhibitors of human ubiquitin-specific protease USP2a. hit rate 0.01% among 330,000. AID 463254. USP2 core, Ub-CHOP2 coupled fluorogenic reporter, 485/531. Potency, µM (series often up to 38.3 µM), inactives show top-dose activity change, negative = inhibition, usual class: inhibitors. O75604;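 note: potency is the fitted concentration of half-maximal effect; plate controls were DMSO wells for no effect and full inhibition by NEM control for full effect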
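Cell-free coupled assay: 10nM USP2 core preincubated 30min RT with compound in Tris-HCl pH 8.0/CaCl2/CHAPS buffer, then 25nM Ub-CHOP2 and 25nM reporter substrate; fluorescence (Ex 485/Em 531) read after 60min RT, normalized to NEM inhibition, concentration-response curves fitted.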
TCR activator = T cell receptor activation. 330,000 tested, under 10 active. primary human leukocytes, anti-CD3, IL-2 HTRF, 48 h. Potency, µM (titrated, usually from 9.22 µM), for inactives: at the top dose activation of IL-2 secretion, most hits filed as activators; note: % of control where 0% means no effect
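Using a-CD3 beads without co-stimulation, primary human leukocytes were exposed to compounds for 48 hr. An HTRF IL-2 kit measured the cytokine, with europium-to-d2 energy transfer producing emission at 665nm upon 320nm excitation.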
PTAP TSG101 blk = blocks PTAP/TSG101 interaction to inhibit HIV-1 budding; Q99816; Fluorescence polarization, FITC-PTAP peptide / Tsg101 binding; Potency, µM (top dose mostly 115 µM), without a hit: top-dose activity change, negative = inhibition, usual class: inhibitors; 340,000 tested, under 10 active; AID 493005; active = well fitted inhibition curve with a large enough effect in the main read-out, with a control signal flat, not every such curve was filed as active; inconclusive = small, poorly fitted or top-dose-only effect, or effect the other way, or a change in a side signal; inactive = no such curve, though single readings can be large or run the other way; note: potency is the fitted concentration of half-maximal effect; % of control where 0% means no effect
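Tsg101 binding domain (10 uM final) was mixed with compound and a FITC-labeled PTAP peptide (50 nM final) in HEPES pH 7.5 buffer with NaCl, Tween 20, EDTA and TCEP; fluorescence polarization was read after 20 min at r.t.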
Tb PFK inh = blocks T. brucei phosphofructokinase; O15648; T. brucei PFK, ADP-Glo luminescence; Potency, µM (doses to about 57.5 µM), for inactives: at the highest dose activity, negative = inhibition, actives largely listed as inhibitors; hit rate 0.17% among 330,000; AID 485367;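 note: potency is the fitted concentration of half-maximal effect; 0% = uninhibited 1x PFK enzyme wells and -100% = no-enzyme wells; nearly all actives have a fitted effect of over 60% in size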
Target sequence (O15648 whole entry, looked up): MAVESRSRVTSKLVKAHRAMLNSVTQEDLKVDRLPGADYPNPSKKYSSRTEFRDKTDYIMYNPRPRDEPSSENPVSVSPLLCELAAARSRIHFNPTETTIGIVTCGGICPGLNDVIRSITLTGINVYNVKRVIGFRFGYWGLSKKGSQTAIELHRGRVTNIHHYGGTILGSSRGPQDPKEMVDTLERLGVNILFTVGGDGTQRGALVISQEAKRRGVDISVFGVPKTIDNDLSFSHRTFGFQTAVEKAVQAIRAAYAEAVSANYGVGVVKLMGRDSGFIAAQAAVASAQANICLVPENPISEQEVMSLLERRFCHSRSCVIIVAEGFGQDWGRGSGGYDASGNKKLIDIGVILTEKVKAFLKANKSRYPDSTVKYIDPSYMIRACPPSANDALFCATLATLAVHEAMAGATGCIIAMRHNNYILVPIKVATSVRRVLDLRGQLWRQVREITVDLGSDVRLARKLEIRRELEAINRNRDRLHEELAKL
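Compounds were pin-transferred as a titration series up to 57 uM into substrate buffer (0.5 mM F6P, 0.1 mM ATP, pH 8.0), then 1.25 nM PFK was added and reactions ran 45 min before ADP-Glo detection.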
Starred values were filed as active, the others as inactive; ? = inconclusive; / = no result given; [ ] = another dose, or the depositor's remark. Unless noted, calls come from the whole dose curve; as a rule, active = well fitted curve in the direction sought with a large enough effect; inconclusive = small, poorly fitted or top-dose-only effect, or another doubt; inactive = no such curve, though single readings can be large; an effect the other way counts as inactive or inconclusive.

SMILES	Chronic BCR inh	Mito fusion yeast	B2AR arrestin	ELG1 DNA repair	Eya2 inh	TSHR antag	uPA generation	USP2a block	TCR activator	PTAP TSG101 blk	Tb PFK inh
CN(c1ccccc1)S(=O)(=O)c1ccc(C(=O)N2CCN(c3ccccc3F)CC2)cc1	1%	/	-1.1%	-22%	0%	2	15%	2%	/	-3%	-5%
O=C1CN(C(=O)COc2ccccc2)CCN1	5%	5%	-1.1%	0%	-3%	19	12%	0%	-4%[46.1 µM]	-1%	0%
COC(=O)c1ccc(S(=O)(=O)N2CCN(C(c3ccccc3)c3ccccc3)CC2)n1C	?	14%	0.3%	1%	-4%	5	-23%	4%	-2%	0%	2%
O=C1Nc2ccccc2C12OCC(COc1ccc(Cl)cc1)O2 (configuration not stated)	?	?	0.0%	-7%	-6%	-24	4%	0%	-3%	-6%	0%
CN1CCN(C(=O)CCCOc2cc(=O)n(C)c3ccccc23)CC1	26µM*	-1%	0.5%	?	11%	-2	-12%	2%	-3%	-3%	-5%
Cc1ccc(NC(=O)CCc2ccccc2)cc1S(=O)(=O)N1CCOCC1	-4%	/	0.1%	?	-2%	-10	-11%	0%	-6%[46.1 µM]	-3%	1%
COc1ccc(CC(=O)NCC2(c3ccc(OC)c(OC)c3)CCOCC2)cc1	0%	4%[9.22 µM]	-0.7%	19%	18%	20	1%	-6%	0%	1%	0%
O=C(OCC(=O)N1CCc2ccccc2C1)c1ccc(O)cc1	?	/	-0.3%	?	13%	/	11%	1%	2%	-2%	-5%
COc1ccc2c(c1)c1c(n2C)[C@@H]2CC=C(CO)[C@@H](C1)N2C	-2%	/	0.0%	22%	?	9	8%	2%	-10%	/	0%
FC(F)(F)c1ccccc1NC(=S)NC1CCN(Cc2ccccc2)CC1	-6%	-1%	-0.1%	-13%	-12%	-7	-2%	-1%	-8%	-2%	-1%
O=C(Nc1ccc2c(c1)OCO2)C1CC(c2ccc(F)cc2)=NO1 (configuration not stated)	?	1%	-0.1%	1%	19%	-1	-5%	-1%	-4%	-7%	-5%
CC(=O)N1CCC(C(=O)Nc2ccc3c(c2)CCC3)CC1	?	3%	-0.2%	15%	3%	2	-12%	0%	0%	1%	-1%
CCOC(=O)N1CCC2(CC1)C(C#N)=C(N)Oc1c2sc2nc(C)cc(C)c12	-9%	20%	-1.0%	?	-17%	-13	-5%	0%	-3%	-8%	17%
CS(=O)(=O)c1cnc(-c2ccccc2)nc1-c1ccccc1Cl	-2%	-5%	-0.1%	0%	5%	18	4%	-3%	-1%	-5%	-14%
Cc1cc(NC(=O)CSCC(=O)OCC(=O)Nc2ccc(OC(F)F)cc2)no1	1%	-7%	-2.4%	?	-1%	-11	-17%	1%	10%	-7%	7%
O=C(CSc1ncnc2scc(-c3ccc(F)cc3)c12)c1ccc2c(c1)OCCO2	?	17%	0.0%	?	3%	-20	3%	0%	1%[46.1 µM]	3%	-4%
Cc1cccc(N(CC(=O)N2CCCC2)S(=O)(=O)c2ccccc2)c1	3%	1%	-0.1%	-8%	15%	-4	-3%	-1%	-2%	-4%	6%
C[C@@H](C(=O)OCC(=O)c1ccc(F)c(F)c1)N1C(=O)C2CCCCC2C1=O (some centres not stated)	2%	/	-0.2%	8%	3%	/	14%	3%	1%	-1%	-9%
N=c1c(C(=O)NCC2CCCO2)cc2c(=O)n3ccccc3nc2n1Cc1ccco1 (configuration not stated)	10%	5%	-0.1%	4%	-4%	-3	-3%	0%	-3%	-1%	-7%
O=C(O)CSCC(=O)NCc1ccc(Cl)cc1Cl	3%	-4%	-0.4%	6%	7%	-4	9%	1%	5%	-3%	-3%
N/C(=N\OCC(=O)Nc1ccccc1)c1nonc1N	?	-7%	0.1%	?	-10%	-1	0%	-1%	4%[46.1 µM]	0%	?
O=C(c1ccco1)c1nc2c(n1O)CCCCC2	?	0%	0.2%	3%	-4%	19	0%	4%	1%	-3%	2%
COc1ccc(NC(=O)c2cc(S(=O)(=O)N3CCc4ccccc43)cn2C)cc1	-9%	3%	0.1%	-23%	-17%	-3	1%	0%	4%	-4%	0%
CC(=O)NCCC(=O)N1CCc2c([nH]c3ccccc23)C1c1cccc(Cl)c1 (configuration not stated)	-9%	7%	0.2%	3%	-3%	-4	-7%	2%	-1%	-4%	0%
CCN(C1CCCCC1)S(=O)(=O)c1cc(C)ccc1OC	8%	5%	0.0%	-10%	-5%	-4	2%	0%	-2%	-5%	-8%

Additional structures
SMILES	Chronic BCR inh	Mito fusion yeast	B2AR arrestin	ELG1 DNA repair	Eya2 inh	TSHR antag	uPA generation	USP2a block	TCR activator	PTAP TSG101 blk	Tb PFK inh
COc1ccc(C2Nc3ccccc3C(=O)N2c2ccc(C)cc2)cc1COc1ccccn1 (configuration not stated)	-8%	-1%	3.1%	?	8%	10	0%	2%	-5%[46.1 µM]	6%	2%
CC(=O)n1nc(-c2ccco2)nc1N	0%	1%	-0.3%	20%	11%	-9	-3%	1%	-8%	-2%	-1%
Cc1ccc(NC(=O)NCc2cccnc2)cc1	1%	-1%	0.3%	9%	-3%	-2	3%	3%	-4%	0%	1%
CN(C)c1ccc(C(=S)NC2CCCCC2)cc1	?	0%	-0.2%	?	-10%	-3	?	-2%	0%	-7%	-13%
COC(=O)C1CCN(C(=O)c2cc(S(=O)(=O)N3CCCCC3)ccc2Cl)CC1	1%	-1%	-0.1%	6%	1%	3	?	4%	-2%	-3%	1%
CN(c1ccc(OCC(=O)OCC(=O)Nc2ccccc2)cc1)S(=O)(=O)c1cccs1	0%	8%	-0.4%	?	0%	35	3%	1%	-2%[46.1 µM]	0%	11%
CN(Cc1ccccc1)CC(O)COc1ccc(CNCCc2ccncc2)cc1 (configuration not stated)	-9%	-10%	-0.6%	-2%	-7%	0	6%	3%	-2%	-2%	2%
CCOC(=O)c1nn(-c2ccc(C)c(C)c2)c(=O)c(C#N)c1C	12%	-3%	-1.0%	-3%	10%	8	3%	0%	-7%	-1%	-3%
COc1ccc(N2CCN(C(=O)c3ccc(Oc4ccc(C(F)(F)F)cn4)cc3)CC2)cc1	3%	-2%	-0.5%	?	-5%	-7	/	0%	-76%	-2%	-3%
Cc1cccc(-n2c(N)cc(=O)nc2SCC(=O)Nc2ccccc2)c1	-5%	0%	0.0%	13%	-11%	11	-11%	-2%	-1%	-2%	2%
O=c1cc(-c2cccc([N+](=O)[O-])c2)[nH][nH]1	-5%	-1%	0.6%	-3%	-4%	-7	4%	0%	-4%[46.1 µM]	-2%	-1%
Cc1nnc(NC(=O)CSc2nnc(CNC(=O)c3ccc(S(=O)(=O)N(C)C)cc3)o2)s1	-3%	0%	-0.2%	-8%	8%	9	11%	0%	0%	/	3%
CCOc1ccccc1/C=C(\C#N)C1=CCCC1	-11%	3%	-0.7%	8%	-18%	-8	-3%	1%	-4%	2%	5%
C=CCN1c2ccc(Br)cc2C(=O)CS1(=O)=O	1%	-3%	-1.3%	13%	-4%	-26	-10%	-1%	-8%	-3%	4%
COc1ccc(C(=O)N/N=C/c2c(C)[nH]c(=O)[nH]c2=O)cc1	?	-3%	-0.2%	0%	-9%	8	-1%	2%	-7%	-3%	-4%
COc1ccc(/C=C2\SC(=S)N(CCC(=O)NCCc3ccc(O)cc3)C2=O)cc1	/	1%	-0.3%	2%	-10%	-28	-6%	1%	1%	-1%	1%
Cc1nnc(NC2CCCCC2)[nH]c1=O	10%	-1%	-0.4%	1%	-3%	4	-3%	1%	-1%	-7%	-1%
CCC(=O)N1CCN(c2ccc(NC(=O)c3ccco3)cc2Cl)CC1	-1%	2%	2.2%	?	8%	1	-2%	1%	0%	0%	-3%
COC(=O)c1ccc(NC(=O)N2CCCC(C(=O)c3ccccc3OC)C2)cc1 (configuration not stated)	?	3%	0.0%	?	-6%	-1	0%	-1%	0%	-2%	0%
C[C@H](CO)N1C[C@H](C)[C@@H](CN(C)C(=O)NC2CCCCC2)Oc2ccc(NS(=O)(=O)c3ccccc3)cc2C1=O	-1%	/	0.0%	16%	8%	4	1%	-1%	7%	-2%	1%
O=S(=O)(NC1CCSc2ccccc21)c1ccc(Cl)nc1 (configuration not stated)	8%	12%	0.2%	-13%	0%	12	2%	0%	3%	-2%	-2%
